TEAD-YAP block – TEAD-YAP interaction inhibition | inhibition, % at 9.12 µM | 640,000 compounds, 1.4% hits | HEK-TIYL cells, TEAD-Gal4/YAP UAS-luciferase luminescence; in the data active means inhibition above about 32%;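 further: 0% = median of test compound wells and 100% = reference inhibitor wells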
MITF primary – blocks human microphthalmia-associated transcription factor; AlphaScreen MITF homodimerization, bead proximity signal; inhibition, % at 2.6 µM; 650,000 compounds, 0.91% hits; AID 1259374; in the data active means inhibition above about 50%;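 further: 0% = vehicle wells with protein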
Target sequence (O75030 whole entry, looked up): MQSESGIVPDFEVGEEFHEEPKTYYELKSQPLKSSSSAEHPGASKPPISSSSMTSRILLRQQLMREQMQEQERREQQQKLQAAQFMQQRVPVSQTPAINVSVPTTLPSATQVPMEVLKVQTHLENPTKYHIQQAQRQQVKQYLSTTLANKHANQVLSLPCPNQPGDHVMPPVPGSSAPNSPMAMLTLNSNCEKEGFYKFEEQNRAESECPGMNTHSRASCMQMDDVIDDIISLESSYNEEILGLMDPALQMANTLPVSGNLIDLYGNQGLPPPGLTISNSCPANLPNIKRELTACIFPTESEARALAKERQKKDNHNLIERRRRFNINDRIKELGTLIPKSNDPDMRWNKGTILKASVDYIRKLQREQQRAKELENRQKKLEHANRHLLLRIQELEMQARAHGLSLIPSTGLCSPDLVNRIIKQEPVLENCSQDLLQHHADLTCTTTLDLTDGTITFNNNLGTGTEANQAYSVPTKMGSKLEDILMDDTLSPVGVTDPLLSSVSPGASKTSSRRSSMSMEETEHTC
GPR151 activ – human GPR151 activation; Q8TDV0; PathHunter beta-arrestin GPR151 cells, luminescence; activation, % at 11.2 µM; 650,000 compounds, 1% hits; AID 1508602; in the data active means activation above about 4.9%;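 further: 0% = median of compound wells and 100% = cells with positive control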
FBW7 activator – human FBW7 E3 ligase activation, primary screen | AID 1259310 | 650,000 compounds, 0.13% hits | normalized activity (activation), % at 26.1 µM | AlphaScreen FBW7–phospho-cyclin E peptide binding, activator screen; in the data active means normalized activity above about 1.9%;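 further: purified mutant Fbw7 with reduced substrate affinity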
The depositor's hits bear a star.

The opening 6 entries (preview)
SMILES	TEAD-YAP block	MITF primary	GPR151 activ	FBW7 activator
O=C(/C=C/c1ccc2c(c1)OCO2)NC1CC2CCC1C2 (configuration not stated)	-44	7	-1.5	-0.2
CC(C)NC(=O)/C(=C\c1ccc([N+](=O)[O-])cc1)NC(=O)c1ccco1	7	7	-0.2	0.0
COc1cc(-c2cc(C#N)on2)cc(OC)c1OC	5	6	0.7	0.0
CC(C)CC(=O)Nc1ccc(S(=O)(=O)N2CCC(C)CC2)cc1	7	10	-0.2	-0.1
CCC(c1nnnn1Cc1ccco1)N(CCCO)Cc1cc2cc(C)ccc2[nH]c1=O (configuration not stated)	12	6	0.6	-0.1
CCC(C)NC(=O)Cn1cc2c(n1)CCC(C)C2 (configuration not stated)	-3	17	1.2	0.1

Results, from the start:
SMILES	TEAD-YAP block	MITF primary	GPR151 activ	FBW7 activator
O=C(/C=C/c1ccc2c(c1)OCO2)NC1CC2CCC1C2 (configuration not stated)	-44	7	-1.5	-0.2
CC(C)NC(=O)/C(=C\c1ccc([N+](=O)[O-])cc1)NC(=O)c1ccco1	7	7	-0.2	0.0
COc1cc(-c2cc(C#N)on2)cc(OC)c1OC	5	6	0.7	0.0
CC(C)CC(=O)Nc1ccc(S(=O)(=O)N2CCC(C)CC2)cc1	7	10	-0.2	-0.1
CCC(c1nnnn1Cc1ccco1)N(CCCO)Cc1cc2cc(C)ccc2[nH]c1=O (configuration not stated)	12	6	0.6	-0.1
CCC(C)NC(=O)Cn1cc2c(n1)CCC(C)C2 (configuration not stated)	-3	17	1.2	0.1
COc1ccc(Nc2nc(C)cc(C)c2C(N)=O)c(OC)c1	-6	16	-1.0	0.7
O=S(=O)(/C=C/c1ccccc1)NC1CCCCCCC1	4	-2	0.0	-0.1
Oc1ccccc1/C=C/c1nc(-c2ccccc2O)n(-c2ccccc2)n1	-5	-5	1.4	-0.1
Cc1nc2nc(C)c(CCC(=O)Nc3ccc(C)c(Cl)c3)c(C)n2n1	-2	-4	0.4	-0.2
Cc1ccccc1C(=O)NC(CC(C)C)C(=O)NNC(=O)Cc1nc2ccccc2n1C (configuration not stated)	2	4	-1.8	-0.5
CC1CCN(C(=O)COC(=O)c2ccc(Cl)c(N)c2)CC1	-12	1	-0.3	0.1
CCCCC(c1nnnn1CC1CCCO1)N1CCN(c2ccccc2)CC1 (configuration not stated)	-7	3	0.4	0.2
Cc1ccc(-n2nnnc2-c2nc3ccccc3s2)cc1	2	15	-2.2	0.2
CCCCOC(=O)CSC1=C(C#N)C(c2cccnc2)C(C(=O)OCC)=C(c2ccccc2)N1 (configuration not stated)	8	-6	0.7	-0.2
COc1cccc(NC(=S)N(Cc2ccccc2)Cc2cccs2)c1	-7	6	1.1	0.1
CCc1ccc(OCCCC(=O)Nc2ccccc2OC)cc1	-3	1	0.1	0.5
CC(=O)Nc1ccc(NC(=O)Cc2ccccc2)c(Cl)c1	-5	-2	0.9	0.0
O=C(Cn1c2ccccc2c(=O)c2ccccc21)Nc1ccc(F)cc1F	11	3	-1.7	0.0
Cc1ccc2nc(COc3ccc(-c4ccccc4)cc3)cc(=O)n2c1	10	-5	-0.1	-0.1

Rewritten with two lines to a compound: part of the list above
Under each structure – TEAD-YAP block, MITF primary, GPR151 activ, FBW7 activator
O=S(=O)(/C=C/c1ccccc1)NC1CCCCCCC1
 : 4, -2, 0.0, -0.1
Oc1ccccc1/C=C/c1nc(-c2ccccc2O)n(-c2ccccc2)n1
 : -5, -5, 1.4, -0.1
Cc1nc2nc(C)c(CCC(=O)Nc3ccc(C)c(Cl)c3)c(C)n2n1
 : -2, -4, 0.4, -0.2
Cc1ccccc1C(=O)NC(CC(C)C)C(=O)NNC(=O)Cc1nc2ccccc2n1C (configuration not stated)
 : 2, 4, -1.8, -0.5
CC1CCN(C(=O)COC(=O)c2ccc(Cl)c(N)c2)CC1
 : -12, 1, -0.3, 0.1

Next section.
SMILES	TEAD-YAP block	MITF primary	GPR151 activ	FBW7 activator
CCOC(=O)CCNC(=O)CCc1nnc(CCc2ccc(OC)cc2)o1	6	20	1.2	0.2
FC(F)Oc1ccccc1CN1CCC(c2nc(-c3cccnc3)no2)CC1	-9	-4	-1.4	0.2
CCOC(=O)c1ccccc1NC(=O)CSc1nc2ncccc2[nH]1	-6	1	-1.0	-0.1
Cc1c(C(=O)O)oc2ccc3c(c12)C(=O)CC1(CCCC1)O3	-7	-3	1.8	0.2
Cc1cc(OCCCn2cnc3ccccc32)ccc1[N+](=O)[O-]	3	3	-1.5	0.2
O=C(COC(=O)CSCc1c[nH]c(=O)[nH]c1=O)Nc1nc(-c2ccccc2)cs1	-38	4	-1.6	0.1
Cc1ccc(C)c(N(CC(=O)NC(C)(C)C)C(=O)c2csnn2)c1	1	11	0.9	0.1
Cc1cc(C)c(NC(=S)N(Cc2ccc(Cl)cc2)Cc2ccc(C(=O)O)cc2)c(C)c1	-3	12	-0.4	0.8
COCCNC(=O)/C(C#N)=C/c1c(Oc2cccc(C)c2C)nc2c(C)cccn2c1=O	6	-2	-0.7	0.0
CCCn1c(NCc2ccccc2)nc2c1c(=O)n(C)c(=O)n2C	4	9	-0.3	-0.1
CCCCC(=O)Nc1nnc(SCC(=O)Nc2nnc(C)s2)s1	8	5	2.9	0.0
COC(=O)C1C(=O)C2=C(CC1C)NC(=O)CC2c1ccccc1C (configuration not stated)	-12	5	0.3	0.0
Cc1ccc2cc(C#N)c(N3CCCN(S(=O)(=O)c4ccc(Cl)cc4)CC3)nc2c1	-6	29	-0.6	0.2
Cn1c(N)c(C(=O)COC(=O)COc2ccccc2Cl)c(=O)n(C)c1=O	-8	16	-1.5	0.3
O=C(COc1ccc([N+](=O)[O-])cc1)Nc1cccc2cccnc12	5	-1	5.9*	-0.1
CCOC(=O)N1CCN(S(=O)(=O)c2cc(OCC(N)=O)c(C)cc2Cl)CC1	-4	12	0.6	0.0
CCCCC(CCC(=O)NNC(=O)c1ccccc1Cl)C(=O)O (configuration not stated)	4	15	4.8	0.0
COc1ccc(-c2n[nH]c3c2cnc2ccccc23)cc1	-24	7	-1.5	0.6
NCCCC[C@@H]1NC(=O)[C@H]2CN(C(=O)c3cc(F)cc(F)c3)CCN2C1=O	0	1	0.1	-0.1
Cc1ccc(NC(=O)Nc2nncs2)cc1	-31	5	2.5	-0.1
CC(=O)Nc1nc2c(s1)-c1cccc3cccc-2c13	-57	-3	-0.7	0.2
COCCCNC(=O)/C(=C/c1ccc(OC)cc1)NC(=O)c1ccccc1	1	4	2.4	0.2
COc1ccc(CN2CCNC(=O)C2CC(=O)NCCc2ccc(F)cc2)cc1C (configuration not stated)	-13	-10	-0.3	0.1
COc1ccc(C(=O)NC2CCC(NC(=O)c3ccc(OC)c(OC)c3)CC2)cc1OC (configuration not stated)	10	7	-1.2	0.1
COc1cccc(OC)c1C(=O)NC(C)C12CC3CC(CC(C3)C1)C2 (configuration not stated)	-1	2	-0.2	-0.1
COCC1CCCN(C(=O)c2cc(C)cs2)C1 (configuration not stated)	2	-4	0.3	0.1
CCN1C(=O)CC(Nc2ccc(C)cc2)C1=O (configuration not stated)	-3	-3	-0.5	0.0
CCCNc1nc(Nc2ccc(N3CCOCC3)cc2)nc2c1ncn2C(C)C	-7	4	0.9	-0.2
COc1cccc(NC(=O)CSc2nc3ccsc3c(=O)n2Cc2ccccc2)c1	1	6	-0.5	0.1
CN(C)CCCNC(=O)c1ccccc1I	3	-4	1.1	0.1
COc1ccc(/C=N/NC(=O)c2cccc(C)c2)cc1O	-9	-6	1.1	-0.1
CN(C)CCOc1cc(-c2ccnc(N)n2)c(F)cc1NC(=O)C1COc2ccc(Cl)cc2C1 (configuration not stated)	-2	18	2.1	0.0
CCOc1ccc(NC(=O)CN2C(=O)C3CC=CCC3C2=O)cc1 (configuration not stated)	1	12	-0.2	-0.2
C=CCNCCOc1cccc(Br)c1	4	-23	3.3	0.8
Cn1c(SCC(=O)Nc2cccc(F)c2)nc2c(c1=O)SCC2	3	-2	-0.9	0.0
COc1ccc(OC)c(S(=O)(=O)c2ccc(C)cc2)c1	2	1	0.5	-0.4
CC(=O)Nc1ccc(S(=O)(=O)N2CCCCC2C)cc1 (configuration not stated)	3	11	-0.8	0.2
O=C(CCCOc1ccc(Cl)cc1Cl)N(C(=O)CCCOc1ccc(Cl)cc1Cl)n1cnnc1	4	5	0.5	-0.1
CCc1ccc(O)c(N=Cc2cccc(OC)c2O)c1	-6	9	1.3	0.3
CCOC(=O)C1=CSC2=NS(=O)(=O)CCN12	-9	4	-0.3	0.1

Reformatted: entries from further up.
Structure,TEAD-YAP block,MITF primary,GPR151 activ,FBW7 activator
COCC1CCCN(C(=O)c2cc(C)cs2)C1 (configuration not stated),2,-4,0.3,0.1
CCN1C(=O)CC(Nc2ccc(C)cc2)C1=O (configuration not stated),-3,-3,-0.5,0.0

Other entries
SMILES	TEAD-YAP block	MITF primary	GPR151 activ	FBW7 activator
CN(CCO)c1cc(N2CCN(c3ccccc3)CC2)c2nonc2c1[N+](=O)[O-]	11	15	-0.5	-0.1
O=C(/C=C/c1cccs1)Nc1ccc(F)c(Cl)c1	-75	14	-0.7	0.0
CCCN1CCC(N2C[C@H](NCc3c(OC)ccc4ccccc34)C[C@H]2C(=O)NC)CC1	9	4	-0.4	0.1
NNC(=O)c1cc(-c2ccc(Cl)cc2)n[nH]1	-12	56*	1.3	0.0
Fc1ccccc1C1C2=C(Nc3nnnn31)c1ccccc1CCC2 (configuration not stated)	0	-3	3.5	0.0
CCOC(=O)CSc1nnc(-c2ccc(Br)cc2)n1-c1ccccc1	-4	8	-0.5	0.0
O=C(NNC(=O)c1cc2ccccc2oc1=O)c1ccc([N+](=O)[O-])cc1	2	0	0.5	-0.1
O=C(Nc1cc(-c2cccs2)nn1CCO)C1c2ccccc2Oc2ccccc21	4	0	8.0*	-0.2
Cc1cc(C)c(NC(=S)N(CCN2CCCCCC2)Cc2ccco2)c(C)c1	-18	-1	-1.3	0.0
O=[N+]([O-])c1cc(S(=O)(=O)N2CCOCC2)ccc1N/N=C/c1c[nH]c2ccccc12	9	-10	-1.2	-0.1
CCc1nc(C)cc([N+](=O)[O-])c1O	3	23	-1.2	0.0
CCOc1ccc(NC(=O)CSc2nnnn2-c2ccc(C(N)=O)cc2)cc1	0	-6	-0.8	-0.2
CCOc1ccc(-c2nc3s/c(=C\c4cccc(OC(C)=O)c4)c(=O)n3n2)cc1	1	-2	1.3	0.2
CCC(Sc1nc2cc(OC)c(OC)cc2c(=O)n1CCc1ccc(Cl)cc1)C(=O)Nc1cccc(Cl)c1 (configuration not stated)	7	-7	-0.2	0.0
CCC(=O)NC(=S)Nc1ccc([N+](=O)[O-])cc1OC	19	3	1.0	-0.2
COCC(=O)N/N=C(\C)CC(=O)NCc1ccco1	-13	-6	-0.7	-0.2

Part of the list above, reduced to MITF primary and TEAD-YAP block.
Compound	MITF primary	TEAD-YAP block
CCOC(=O)CSc1nnc(-c2ccc(Br)cc2)n1-c1ccccc1	8	-4
Fc1ccccc1C1C2=C(Nc3nnnn31)c1ccccc1CCC2 (configuration not stated)	-3	0
NNC(=O)c1cc(-c2ccc(Cl)cc2)n[nH]1	56*	-12

Source: PubChem (The Scripps Research Institute Molecular Screening Center)
